Assay outcomes (PubChem BioAssay)
RGS4 inh = human RGS4 inhibition | Transcreener GDP fluorescence polarization, RGS4-accelerated GTP hydrolysis | Potency, µM (doses to about 114 µM), for inactives: at the top dose activity change, negative = inhibition, actives largely listed as inhibitors | actives 0.039% (n = 390,000) | AID 504845; note: potency is the fitted concentration of half-maximal effect; % is set by controls: 0 for no effect and ±100 for the full control effect; nearly all actives have a fitted effect of over 75% in size; some results filed as inactive show a strong effect at the top dose
Target sequence (P49798 whole entry, looked up): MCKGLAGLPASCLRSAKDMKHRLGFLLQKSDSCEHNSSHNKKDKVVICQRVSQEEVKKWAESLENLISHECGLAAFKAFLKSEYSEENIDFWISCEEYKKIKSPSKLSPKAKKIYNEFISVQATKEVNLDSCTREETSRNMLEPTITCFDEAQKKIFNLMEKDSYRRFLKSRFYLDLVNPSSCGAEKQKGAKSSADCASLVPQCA
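MLSMR compounds (23 nl, pin-transferred) preincubated 10 min at room temperature with a 500nM (2x) first reagent, then RGS4 at 900nM (2x) plus Transcreener GDP mix added; fluorescence polarization (620/688 nm) read before and after 90 min at 30 °C.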
USP1 inh = inhibitors of human USP1/UAF1 deubiquitinase. AID 743255. actives 0.23% (n = 390,000). O94782. Potency, µM (doses to about 57.1 µM), for inactives: at the highest dose activity change, negative = inhibition, most hits filed as inhibitors. recombinant USP1/UAF1, Ub-Rhodamine cleavage fluorescence; note: potency is the fitted concentration of half-maximal effect; % is set by controls: 0 for no effect and ±100 for the full control effect; nearly all actives have a fitted effect of over 60% in size; inactives centre near -12
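High-throughput fluorogenic screen: 1nM USP1/UAF1 complex, Ub-Rho substrate 150nM final, 50mM HEPES pH 7.8 with 0.5mM EDTA, 0.1 mg/ml BSA, 1mM TCEP and 0.01% Tween-20.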
TrxR1 inh = blocks rat thioredoxin reductase 1; AID 588453; Potency, µM (series often up to 114 µM), inactives show at the top dose activity change, negative = inhibition, usual class: inhibitors; recombinant rTrxR1, NADPH fluorescence consumption, selenite substrate; actives 1% (n = 390,000); O89049; note: potency is the fitted concentration of half-maximal effect; % is set by controls: 0 for no effect and ±100 for the full control effect; nearly all actives have a fitted effect of over 65% in size
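Rat TrxR1 (90 nM in the dispensed reagent) was pre-reduced with 400 uM NADPH for 5 min at room temperature, then incubated with compound for 15 min. After 400 uM selenite was added, NADPH fluorescence (Ex 340/Em 450 nm) was followed for 8 min.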
Vif-A3G inh = blocks the Vif interaction with human APOBEC3G | actives 0.076% (n = 410,000) | HeLa A3G-eYFP + Vif (tagged APOBEC3G with the HIV-1 protein that degrades it), YFP fluorescence, overnight | Potency, µM (highest dose often 46.1 µM), without a hit: at the top dose activity, negative = active, hits mostly inhibitors;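 note: potency is the fitted concentration of half-maximal effect; % is set by controls: 0 for no effect and ±100 for the full control effect; nearly all actives have a fitted effect of over 60% in size; hits raise eYFP signal because A3G escapes Vif-driven loss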
Target sequence (Q9HC16 whole entry, looked up): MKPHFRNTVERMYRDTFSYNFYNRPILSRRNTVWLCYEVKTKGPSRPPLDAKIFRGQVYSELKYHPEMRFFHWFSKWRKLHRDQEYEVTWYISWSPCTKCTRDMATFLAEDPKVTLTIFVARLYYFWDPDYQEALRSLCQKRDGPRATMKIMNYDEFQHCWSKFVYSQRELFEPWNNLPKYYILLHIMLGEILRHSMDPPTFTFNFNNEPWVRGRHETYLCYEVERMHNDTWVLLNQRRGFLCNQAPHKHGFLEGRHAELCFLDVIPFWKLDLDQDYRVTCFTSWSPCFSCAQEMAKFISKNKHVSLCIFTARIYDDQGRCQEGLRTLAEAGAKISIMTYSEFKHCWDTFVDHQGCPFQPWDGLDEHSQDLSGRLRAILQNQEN
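Read-out is eYFP fluorescence (Ex 488/Em 500-530) from Vif-expressing HeLa A3G-eYFP cells; more signal means A3G escaped Vif-mediated degradation. Cells plated overnight, compound pinned in, incubated overnight at 37 deg C.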
mIDH1 inhibitor = blocks human mutant IDH1 R132H enzyme; IDH1-R132H enzyme, NADPH consumption, diaphorase/resazurin fluorescence; Potency, µM (series often up to 76.6 µM), inactives show at the highest dose activity change, negative = inhibition, hits mostly inhibitors; actives 0.093% (n = 390,000); O75874; note: potency is the fitted concentration of half-maximal effect; % is set by controls: 0 for no effect and ±100 for the full control effect; nearly all actives have a fitted effect of over 65% in size
Target sequence (O75874 whole entry R132H, stated change not applied): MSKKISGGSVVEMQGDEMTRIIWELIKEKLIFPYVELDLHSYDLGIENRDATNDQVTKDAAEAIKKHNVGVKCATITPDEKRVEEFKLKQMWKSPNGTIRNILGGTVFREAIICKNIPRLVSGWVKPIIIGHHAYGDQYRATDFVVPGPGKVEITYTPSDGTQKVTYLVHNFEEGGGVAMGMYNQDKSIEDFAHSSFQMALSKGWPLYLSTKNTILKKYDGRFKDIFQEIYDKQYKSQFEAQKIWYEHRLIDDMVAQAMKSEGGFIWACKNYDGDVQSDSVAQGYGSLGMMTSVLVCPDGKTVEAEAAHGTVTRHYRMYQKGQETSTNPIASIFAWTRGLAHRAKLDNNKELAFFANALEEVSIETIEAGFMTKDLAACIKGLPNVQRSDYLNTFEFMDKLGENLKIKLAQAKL
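IDH1-R132H (0.5 ug/mL dispensed) in pH 7.5 Tris buffer was preincubated 30 min with compound, then given a substrate mix of 0.016 mM NADPH and 2 mM alpha-KG for 80 min at room temperature; remaining NADPH was read by diaphorase/resazurin fluorescence.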
LDHA block = LDHA (human) enzyme inhibition; P00338; purified LDHA, NADH/diaphorase-resazurin fluorescence; stronger effect = lower value; activity change, % (values are at about 110 or 230 µM); actives 0.15% (n = 480,000); in the data active = activity change below about -30%; inconclusive = mostly about -25% to -30%;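 note: plate controls were DMSO wells for no effect and wells without enzyme for full effect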
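Human LDH5 (2 nM) was incubated with 0.06 mM NADH and 0.2 mM pyruvate for 5 min at room temperature in Tris pH 7.4. Remaining NADH was coupled through diaphorase/resazurin, and resorufin fluorescence was read at 0 and 20 min.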
TrxR1 substrate = substrates of rat thioredoxin reductase 1 | O89049 | purified TrxR1 substrate turnover, NADPH consumption readout | Potency, µM (titrated, usually from 114 µM), inactives show at the highest dose activity change, negative = substrate turnover | actives 0.01% (n = 390,000); note: potency is the fitted concentration of half-maximal effect; % is set by controls: 0 for no effect and ±100 for the full control effect; nearly all actives have a fitted effect of over 50% in size
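Rat TrxR1, dispensed at 90 nM, was prereduced with 400 uM NADPH (final) for 5 min at ~22 deg C, then incubated with compound 15 min before 400 uM selenite. A first-read NADPH fluorescence drop versus no-compound background flagged substrates.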
Vif-A3F inh = inhibitors of Vif-A3F interaction; HeLa A3F-eYFP + Vif (tagged APOBEC3F with the HIV-1 protein that degrades it), YFP fluorescence increase; AID 602313; Potency, µM (series often up to 46.1 µM), without a hit: at the top dose activity, negative = active; actives 0.2% (n = 390,000); note: potency is the fitted concentration of half-maximal effect; % of control where 0% means no effect; nearly all actives have a fitted effect of over 65% in size
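HeLa cells stably expressing A3F-eYFP plus Vif, plated and incubated overnight at 37 deg C, then exposed to compounds overnight at 37 deg C. Blocked degradation read as raised yellow fluorescence (Ex 488/Em 500-530).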
Glioma ERSR ind = ER stress response induction in glioma; U87-MG GRP78 promoter luciferase reporter, 16 h; Potency, µM, without a hit: at the highest dose activation, hits mostly activators; actives 0.02% (n = 420,000); AID 602332; note: potency is the fitted concentration of half-maximal effect; series mostly up to about 76 µM; % of control where 0% means no effect; nearly all actives have a fitted effect of over 35% in size
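Stably transfected U87-MG human glioma cells carrying a GRP78-based luminescent sensor were seeded at 1000 cells/well, pin-dosed with compounds and incubated 16 h. Luciferase reagent was then added, and end-point luminescence was read after 10 min at room temperature.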
* marks the source's active call; other numbers are inactive results; ? = inconclusive; / = not tested or not shown; [ ] = dose if it differs, or a comment. Unless noted, calls come from the whole dose curve; as a rule, active = well fitted curve in the direction sought with a large enough effect; inconclusive = small, poorly fitted or top-dose-only effect, or another doubt; inactive = no such curve, though single readings can be large; an effect the other way counts as inactive or inconclusive.

SMILES | RGS4 inh | USP1 inh | TrxR1 inh | Vif-A3G inh | mIDH1 inhibitor | LDHA block | TrxR1 substrate | Vif-A3F inh | Glioma ERSR ind
O=C(CCc1ccccc1)Nc1ccc(N2CCOCC2)c(Cl)c1 | -20.3% | -22.3% | 0.1% | -0.1% | 12.3% | -1.9 | -4.8% | 6.3% | 1.7%
N#Cc1ccc(C(=O)OCC(=O)N2CCOCC2)cc1 | -23.7% | -8.2% | 7.8% | -3.3% | 6.2% | -6.0 | 0.8% | 2.7% | 0.7%
COc1ccccc1C(=O)OCc1cc(=O)n2c(C)csc2n1 | -14.9% | -26.2% | 15.8%[57.1 µM] | -2.1% | 3.4% | -1.5 | 6.1%[57.1 µM] | -2.3% | 0.2%
Cn1c(N)cc(=O)n(C)c1=S | 0.4% | -6.6% | -8.1% | 0.0% | 0.9% | -11.1 | -8.9% | 7.9% | -5.6%
CCn1cc(C(=O)N2CCN(c3ccccc3F)CC2)c(=O)c2cc(S(=O)(=O)N(C)C)ccc21 | -7.0% | -6.3% | 12.3% | -0.5% | 19.1% | 0.2 | -2.1% | 0.1% | -2.7%
COc1ccccc1C(=O)NCCC(=O)N1CCCCCCC1 | -3.2% | -20.2% | -4.4% | 0.7% | -1.5% | -4.8 | -2.8% | 1.1% | -1.6%
CCN(CC)CCOC(=O)c1c(C)oc2ccc(O)cc12 | 16.2% | 2.1% | -4.7% | -1.3% | 0.1% | -6.4 | -2.5% | 5.0% | -5.1%
COc1ccccc1C(=O)C1CCCN(C(=O)c2ccco2)C1 (stereo not drawn) | 33.0% | 1.9% | -21.1% | 1.2% | -2.5% | -13.2 | -15.5% | -8.1% | -3.4%
O=[N+]([O-])c1cccc(COc2ccc(CN3CCCC3)cc2)c1 | 19.2% | -6.7% | 12.6% | 5.7% | -0.1%[38.3 µM] | -6.2 | -1.5% | 3.8% | -5.0%
Cn1c(C(=O)c2ccccc2[N+](=O)[O-])nc2ccccc21 | 20.3%[56.9 µM] | -1.3% | -0.2% | 0.1% | 8.0% | -4.7 | -7.6% | 6.9% | -0.1%
CCOc1cc(CNc2ccc(S(N)(=O)=O)cc2)ccc1OCC(=O)NC(C)(C)C | -44.3% | 8.0% | 5.8%[11.4 µM] | 0.8% | -2.4% | -5.5 | 3.0%[11.4 µM] | -8.0% | -3.7%
COc1cccc(CC(NC(C)=O)C(=O)NC2CCN(C(=O)Nc3ccc(C)cc3)CC2)c1 (stereo not drawn) | 18.5% | -16.3% | 16.4%[57.1 µM] | -0.6% | 12.2% | -10.6 | 6.9%[57.1 µM] | -10.8% | -1.3%
Cc1ccc(-n2c(=O)[nH]cc(C(=O)Nc3ccc4c(c3)OCCO4)c2=O)cc1C | -32.3% | -7.8% | 17.8% | 1.3% | 2.1% | -0.5 | -7.3% | 1.5% | -0.1%
O=[N+]([O-])c1ccccc1NC1CCN(Cc2ccccc2)CC1 | -21.8% | -13.6% | 21.2%[11.4 µM] | -5.3% | -0.2% | -1.7 | 5.9%[11.4 µM] | 0.1% | -4.8%
Cc1onc(-c2ccccc2)c1NC(=O)OC(C)c1cccnc1 (stereo not drawn) | / | -24.1% | / | 0.0% | 1.6% | -9.3 | / | -13.0% | -4.0%
Cc1nc(-c2ccc(S(=O)(=O)N3CCCN(CCc4ccccc4)CC3)s2)cs1 | -10.2% | -1.4% | 21.4%[57.1 µM] | 1.4% | 10.5% | -0.7 | -1.2%[57.1 µM] | 0.1% | -3.9%
O=C(CCn1c(=S)[nH]c2cc3c(cc2c1=O)OCO3)NCCc1ccccc1Cl | / | 10.4% | / | 0.8% | -4.2% | -4.0 | / | -2.7% | 2.1%
CCCc1nnc(NS(=O)(=O)c2ccc(C)cc2)o1 | 26.9% | 0.0% | -6.5% | 1.6% | 0.0% | -1.8 | -8.4% | 11.2% | -0.5%
COc1cccc(C(=O)OC(C)C(=O)Nc2ccc3c(c2)OCO3)c1 (stereo not drawn) | -6.7% | -13.0% | 9.7% | 7.4% | -3.5% | 2.1 | -5.7% | 3.9% | 5.9%
Cc1ccsc1C=C1C(=O)c2ccccc2C1=O | -34.2% | -18.1% | -9.8% | -0.1% | 5.2% | -1.6 | -4.5% | -1.1% | -5.1%
CS(=O)(=O)Nc1cccc(C2=NN(C(=O)CCCC(=O)O)C(c3cccs3)C2)c1 (stereo not drawn) | 26.3% | -18.9% | 8.7%[57.1 µM] | -1.4% | -0.5% | -9.9 | 11.8%[57.1 µM] | ? | -2.3%
COC(=O)CCCC(=O)N1CCC(CCC(=O)NCc2ccc(F)cc2)CC1 | -10.5% | -19.8% | 27.9% | -0.6% | 1.1% | 2.1 | 7.1% | 5.4% | 1.1%
CC(C)(C)OC(=O)N[C@H](Cc1ccccc1)C(=O)N1CCC[C@@H]1C(=O)O | -4.7% | -19.6% | 7.1% | 0.4% | -1.6% | -7.5 | -3.2% | -5.2% | -3.2%
CCC(CC)c1nnc(NC(=O)c2cccc(S(=O)(=O)N3CCc4ccccc43)c2)s1 | 12.8% | -22.2% | -4.0% | 1.8% | -10.9% | -0.4 | 2.3%[57.1 µM] | 5.3% | 0.7%
O=C1NC2C(NC(=O)N2C2CCCCC2)N1C1CCCCC1 (stereo not drawn) | -16.8% | -11.3% | 12.0% | -1.1% | 1.2% | -6.6 | 5.8% | -11.2% | -3.0%
Cc1ccc(NC(=O)c2sccc2C)cc1S(=O)(=O)N(C)C | 4.2% | ? | -0.9% | 0.7% | 3.1% | -4.1 | -5.8% | -4.5% | 8.2%
CC(C)OC(=O)CN1C(=O)C(C)(C)Oc2ccc(C(=O)NC3CC3)cc21 | 8.9% | -10.3% | 20.6% | 2.3% | -0.8% | -1.5 | 6.7% | -1.0% | -5.6%
COc1ccc(/C=C/C(=O)OCC(=O)NC(C)CCc2ccccc2)cc1 (stereo not drawn) | -5.9% | -6.1% | -13.1% | 0.7% | 8.2% | -7.0 | -11.9% | -3.2% | 0.3%
CC(C)(C)n1nnnc1CN1CCN(C2CCCC2)CC1 | 17.6% | -11.5% | 2.0%[57.1 µM] | -0.4% | 11.5% | -7.5 | 7.9%[57.1 µM] | 0.8% | -3.7%
CCCn1c(SCC(=O)c2ccc3c(c2)NC(=O)CO3)nc2ccccc21 | -28.9% | -18.5% | 12.5% | -10.1% | 5.2% | -3.7 | 2.3% | -7.4% | -5.6%
CC1CCCN(CCCOc2ccc(Cl)cc2Br)C1 (stereo not drawn) | 9.2% | 2.2% | 11.0% | 1.0% | 6.5% | -21.5 | 1.1% | -10.6% | 2.7%
C=CC[C@@H](CC(=O)N[C@H](CO)Cc1ccccc1)C(=O)N[C@H](COC(=O)[C@H](CC=C)CC(=O)OC(C)(C)C)Cc1c[nH]c2ccccc12 | -6.3% | -14.4% | 8.2% | -2.7% | -2.3% | -12.8 | -17.4% | -2.5% | -1.4%
CCOc1cccc(SCc2noc(C(=O)NC(C)C)c2C(=O)O)c1 | 4.0% | -7.7% | -1.2% | 0.0% | -7.8% | 0.3 | -4.4% | 2.9% | -0.9%
Nc1nc2n(n1)C(c1ccco1)CC(c1ccc(Cl)cc1)N2 (stereo not drawn) | -56.2% | -17.9% | 15.0% | 2.4% | 8.4% | 3.7 | 1.3% | / | -3.5%
O=C(NC1CCCCC1)Oc1ccccc1 | -10.5% | -25.7% | 4.7%[57.1 µM] | 1.7% | 4.8% | 0.6 | 3.4%[57.1 µM] | -6.3% | -0.8%
Cc1nn2c(C(F)(F)F)c3c(nc2c1-c1ccccc1)CCC3 | 14.5% | -3.5% | -8.3% | 0.3% | 0.0% | -2.6 | -9.5% | 1.1% | -4.5%
COCCCn1c(SCC(=O)OC2CCCCC2)nnc1-c1cccs1 | 12.7% | 5.7% | 20.2% | -1.8% | -5.4% | 4.6 | -5.3% | -14.1% | 3.6%
O=C(NCN1C(=O)C2C3C=CC(C3)C2C1=O)Nc1cccnc1 (stereo not drawn) | -0.9% | -8.0% | -4.6% | 4.8% | -5.3% | -4.3 | -2.8% | -10.1% | -1.9%

Some entries already given, showing only mIDH1 inhibitor and Vif-A3F inh.
compound	mIDH1 inhibitor	Vif-A3F inh
CC1CCCN(CCCOc2ccc(Cl)cc2Br)C1 (stereo not drawn)	6.5%	-10.6%
C=CC[C@@H](CC(=O)N[C@H](CO)Cc1ccccc1)C(=O)N[C@H](COC(=O)[C@H](CC=C)CC(=O)OC(C)(C)C)Cc1c[nH]c2ccccc12	-2.3%	-2.5%
CCOc1cccc(SCc2noc(C(=O)NC(C)C)c2C(=O)O)c1	-7.8%	2.9%
Nc1nc2n(n1)C(c1ccco1)CC(c1ccc(Cl)cc1)N2 (stereo not drawn)	8.4%	/

These rows are one share of the data; count on the stated rates, not on these rows.
